PP5 primary – PP5 phosphatase inhibitors, primary screen, biochemical, fluorescence; purified PP5c, OMFP substrate fluorescence; actives 0.18% (n = 320,000); Serine/threonine-protein phosphatase 5 (Homo sapiens), P53041; inhibition, % at 6.7 µM;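 active = inhibition above the campaign's mean inhibition across all tested compounds plus 3 SD, cut at about 9.5% in these data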;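 also: 0% = DMSO only and 100% = 100 µM cantharidin control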
Target sequence (P53041 whole entry, looked up): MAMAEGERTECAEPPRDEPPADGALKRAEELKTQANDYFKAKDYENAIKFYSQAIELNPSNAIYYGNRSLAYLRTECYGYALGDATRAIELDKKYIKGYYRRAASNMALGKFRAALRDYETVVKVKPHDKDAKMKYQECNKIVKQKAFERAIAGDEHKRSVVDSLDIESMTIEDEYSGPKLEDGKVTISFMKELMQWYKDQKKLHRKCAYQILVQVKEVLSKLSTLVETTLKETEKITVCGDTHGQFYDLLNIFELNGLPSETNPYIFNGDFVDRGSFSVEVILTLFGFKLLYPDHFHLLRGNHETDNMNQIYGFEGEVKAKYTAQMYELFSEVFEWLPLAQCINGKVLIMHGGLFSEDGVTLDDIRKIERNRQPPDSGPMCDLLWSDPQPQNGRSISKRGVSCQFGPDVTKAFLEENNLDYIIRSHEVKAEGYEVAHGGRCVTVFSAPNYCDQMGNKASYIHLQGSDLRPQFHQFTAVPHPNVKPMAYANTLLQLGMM
procasp3 activ – activators of human procaspase-3 D3A mutant, primary screen, biochemical, absorbance, PC-3 D3A mutant, single concentration. recombinant procaspase-3 D3A, Ac-DEVD-pNA absorbance 405 nm. activation, % at 8.5 µM. actives 0.11% (n = 330,000);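 active = activation above the mean of all tested compounds plus 3 SD, cut at about 21% in these data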;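 also: 0% = DMSO alone and 100% = DMSO wells spiked with extra 5 µM PC-3 D3A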
Target sequence (P42574 whole entry D9A/D28A/D175A): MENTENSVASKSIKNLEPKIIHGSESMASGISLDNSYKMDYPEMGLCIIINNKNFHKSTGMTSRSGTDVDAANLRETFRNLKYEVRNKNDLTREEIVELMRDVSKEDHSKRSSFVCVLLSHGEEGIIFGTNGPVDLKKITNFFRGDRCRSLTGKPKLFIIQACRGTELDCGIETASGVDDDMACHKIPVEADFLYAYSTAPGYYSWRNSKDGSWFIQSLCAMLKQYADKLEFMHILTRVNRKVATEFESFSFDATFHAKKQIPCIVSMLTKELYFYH
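assay system = Procaspase-3 D3A mutant | signal = absorbance at 405 nm, 0 and 120 min | times = 1 h preincubation plus 2 h reaction at 25 °C | repeats = single replicate | read-out = % activation between DMSO and enzyme-spiked controls | medium = Zinc-free HEPES saline buffer with Triton X-100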
TPT1 inh – Candida albicans TPT1 enzyme inhibitors, primary screen, biochemical, fluorescence polarization | inhibition, % at 5 µM | AID 1962, 2009 | recombinant caTPT1, FP RNA substrate dephosphorylation | actives 0.81% (n = 300,000);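 active = inhibition above the mean of all tested compounds plus 3 SD, set per screening campaign, cut at about 24% in these data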;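 also: plate controls were DMSO alone for no effect and ferristatin control at 100 nM for full effect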
HCV core dimer – inhibitors of HCV core protein dimerization, primary screen, biochemical, TR-FRET, high-throughput | TR-FRET GST/Flag-core106 dimerization, 1536-well | inhibition, % at 5 µM | actives 0.33% (n = 300,000);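 active = inhibition above the mean of all tested compounds plus 3 SD, set per screening campaign, cut at about 45% in these data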
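System: GST/Flag-tagged HCV core106 proteins. Incubation: compound-protein-antibody incubation 4 h at 22.5 °C. Technique: HTRF with 340 nm excitation, 617/671 nm emission. Medium: KF-containing HEPES buffer, pH 7.45, DTT, CHAPS, BSA. Read-out: inhibition (%) from 671 over 617 nm ratio. Also added: Eu(K)-anti-GST 90 ng/mL plus XL665-anti-Flag 1 µg/mL.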
GASC-1 inh – inhibitors of GASC-1 histone demethylase, primary screen, biochemical, fluorescence, DELFIA europium. GST-JMJD2C(1-420) H3K9me3 demethylation. inhibition, % at 2.35 µM. actives 0.069% (n = 330,000). AID 2099, 2009;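 active = more than half of a compound's replicate wells show inhibition beyond 50%, single wells judged on their own value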;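 also: signal counts dimethyl H3K9 product captured on neutravidin plate; 0% = median of DMSO wells and 100% = 0.3 times that DMSO median; strong numbers were not always called active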
Efflux pump inh – inhibitors of Candida efflux pumps in yeast, primary screen, S. cerevisiae, Nile Red, multiplex; S. cerevisiae Candida pump triplex; inhibition, % at 10 µM; actives 0.44% (n = 330,000); AID 485275, 2010;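 active = plate passing quality check with inhibition over a set limit, or well fluorescence over plate mean plus 4 SD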;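 also: Nile Red retained in pooled yeast measured as flow cytometry median fluorescence; 0% = buffer negative control and 100% = Enniatin B positive control; higher means more Nile Red kept so more efflux inhibition; some compounds called inactive have numbers as strong as hits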
CTSL1 counter – Fasciola hepatica cathepsin L1 inhibitors, primary screen, counter-screen for PFM18AAP inhibitor project, biochemical, QFRET, fluorogenic peptide substrate; AID 1906, 2009; actives 0.49% (n = 300,000); recombinant F. hepatica cathepsin L1, Z-Leu-Arg-MCA fluorescence; inhibition, % at 5.96 µM;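 active = inhibition above the mean of all tested compounds plus 3 SD, set per screening campaign, cut at about 17% in these data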;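 also: 0% = plate median of test compound wells and 100% = 1 µM Z-Phe-Ala-diazomethylketone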
PP1 counter – PP1-alpha phosphatase inhibitors, primary screen, counter-screen for PP5 inhibitor project, biochemical, fluorescence, OMFP substrate, single point; purified PP1alpha; inhibition, % at 6.7 µM; AID 2235, 2010; actives 0.9% (n = 320,000); Serine/threonine-protein phosphatase PP1-alpha catalytic subunit (Homo sapiens), P62136;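 active = inhibition above the mean inhibition of all tested compounds plus 3 SD, computed separately for each screening campaign, cut at about 15% in these data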
proCasp7 act – procaspase-7 activators, primary screen, counter-screen for procaspase-3 activator project, biochemical, absorbance, HTS, human. actives 0.093% (n = 330,000). activation, % at 8.5 µM. Caspase-7 (Homo sapiens), P55210. recombinant procaspase-7, Ac-DEVD-pNA absorbance 405 nm; D23A/D198A/D206A triple mutant, cannot self-cleave; scale: DMSO 0, 5 µM enzyme 100. AID 463210, 2010;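 active = percent activation above the screen-wide mean plus 3 SD, cut at about 25% in these data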
Target sequence (P55210 whole entry D23A/D198A/D206A): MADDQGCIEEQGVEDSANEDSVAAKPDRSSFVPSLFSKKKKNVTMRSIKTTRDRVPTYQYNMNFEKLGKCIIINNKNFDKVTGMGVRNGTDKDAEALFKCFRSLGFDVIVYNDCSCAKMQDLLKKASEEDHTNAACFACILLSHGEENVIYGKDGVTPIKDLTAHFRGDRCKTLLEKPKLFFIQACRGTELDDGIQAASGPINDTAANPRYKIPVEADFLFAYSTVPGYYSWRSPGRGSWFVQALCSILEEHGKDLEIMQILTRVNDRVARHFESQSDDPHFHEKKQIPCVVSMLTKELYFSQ
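Material: Procaspase-7 triple mutant (PC-7 D3A) | Quantity: 2 µM procaspase-7 mutant as dispensed | Reagent: DEVD-pNA substrate | Times: 1 h preincubation, 2 h reaction | Technique: 405 nm absorbance of p-nitroaniline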
* marks the source's active call; other numbers are inactive results; i = inactive; . = not tested or not shown.

SMILES	PP5 primary	procasp3 activ	TPT1 inh	HCV core dimer	GASC-1 inh	Efflux pump inh	CTSL1 counter	PP1 counter	proCasp7 act
CC(C)C[C@H](NC(=O)c1nc[nH]c1C(=O)N1CCc2ccccc2C1)C(=O)OCc1ccccc1	6.1	3	-1	-10	6	0.1	7	1	7
Cc1ccc(NC(=O)CSc2nnc(COc3ccccc3C)o2)cc1	-0.7	1	1	11	2	-0.2	3	-5	-4
Cn1cnnc1SCC(=O)NC1CCCN(Cc2ccc(Cl)cc2)C1 (configuration not stated)	-1.1	8	4	1	4	-0.1	1	-2	0
COc1ccc(/C(N)=N/OC(=O)c2ccc3c(c2)OCO3)cc1	3.4	-2	-1	-5	-1	0.1	0	1	1
O=C(CC1c2ccccc2Oc2ccccc21)N1CCN(c2ccccn2)CC1	5.0	4	-1	3	-1	0.1	-2	0	8
COc1ccc(C(=O)NCC(=O)OCC(=O)NCc2ccc3c(c2)OCO3)cc1	.	7	.	.	2	-0.1	.	.	2
COC(=O)CC1C(=O)NCCN1C(=O)c1c(F)cccc1F (configuration not stated)	-1.1	9	-4	-4	4	-0.1	2	1	4
CCCNC(=O)NC(=O)CSc1ccc(C)cc1C	0.7	-1	-3	1	19	-0.1	2	0	5
O=S(=O)(c1ccccc1)N1CCN(CCO)CC1	0.7	1	3	-8	-13	0.0	2	0	10
COc1ccc(-c2nc(N)n(C(=O)c3cccs3)n2)cc1	1.4	2	0	3	-5	-0.1	-2	-3	5
Cc1ccc(Nc2nc(N)nc(CN3CCN(Cc4ccc5c(c4)OCO5)CC3)n2)c(C)c1	1.4	-4	1	2	-22	0.2	6	1	5
O=S(=O)(Nc1cccc(-n2cnnn2)c1)c1cccc(Cl)c1	-2.1	0	-3	-2	-6	0.0	1	-2	-7
COc1ccccc1CC(NC(C)=O)C(=O)NC1CCN(c2nnnn2-c2ccccc2)CC1 (configuration not stated)	0.5	7	0	1	i	0.2	0	-4	1
COc1ccc(Cl)cc1C(=O)NNC(=O)CN1C(=O)C2CC=CCC2C1=O (configuration not stated)	-0.2	2	0	-1	15	-0.3	1	2	-2
COc1ccccc1/C=C/C=N/n1c(-c2n[nH]c3c2CCC3)n[nH]c1=S	4.4	-12	3	4	-2	0.2	4	6	-16
CCOC(=O)c1ccc(NC(=O)N(CC)CC)cc1	-1.0	0	-1	5	7	0.0	2	-4	16
O=C1Oc2ccccc2C(=O)/C1=C\N1CCN(c2ccccc2)CC1	-0.5	6	1	-1	-3	-0.1	-4	1	5
COc1ccc(C)cc1S(=O)(=O)N(CC(=O)N1CCOCC1)c1cc(C)cc(C)c1	1.8	2	-4	1	-3	0.0	-2	-1	-4
O=C(NC1CCCC1)C(c1ccccc1)N(C(=O)c1ccno1)c1ccccc1 (configuration not stated)	-0.2	2	-2	-2	.	-0.1	5	0	-4
CSC1=NCCN1C(=O)c1c(-c2c(F)cccc2Cl)noc1C	1.0	9	1	0	11	0.0	-1	2	0

Shown as a markdown table: part of the list above.
| Compound | PP5 primary | procasp3 activ | TPT1 inh | HCV core dimer | GASC-1 inh | Efflux pump inh | CTSL1 counter | PP1 counter | proCasp7 act |
| --- | --- | --- | --- | --- | --- | --- | --- | --- | --- |
| Cc1ccc(Nc2nc(N)nc(CN3CCN(Cc4ccc5c(c4)OCO5)CC3)n2)c(C)c1 | 1.4 | -4 | 1 | 2 | -22 | 0.2 | 6 | 1 | 5 |
| O=S(=O)(Nc1cccc(-n2cnnn2)c1)c1cccc(Cl)c1 | -2.1 | 0 | -3 | -2 | -6 | 0.0 | 1 | -2 | -7 |
| COc1ccccc1CC(NC(C)=O)C(=O)NC1CCN(c2nnnn2-c2ccccc2)CC1 (configuration not stated) | 0.5 | 7 | 0 | 1 | i | 0.2 | 0 | -4 | 1 |
| COc1ccc(Cl)cc1C(=O)NNC(=O)CN1C(=O)C2CC=CCC2C1=O (configuration not stated) | -0.2 | 2 | 0 | -1 | 15 | -0.3 | 1 | 2 | -2 |
| COc1ccccc1/C=C/C=N/n1c(-c2n[nH]c3c2CCC3)n[nH]c1=S | 4.4 | -12 | 3 | 4 | -2 | 0.2 | 4 | 6 | -16 |
| CCOC(=O)c1ccc(NC(=O)N(CC)CC)cc1 | -1.0 | 0 | -1 | 5 | 7 | 0.0 | 2 | -4 | 16 |
| O=C1Oc2ccccc2C(=O)/C1=C\N1CCN(c2ccccc2)CC1 | -0.5 | 6 | 1 | -1 | -3 | -0.1 | -4 | 1 | 5 |
| COc1ccc(C)cc1S(=O)(=O)N(CC(=O)N1CCOCC1)c1cc(C)cc(C)c1 | 1.8 | 2 | -4 | 1 | -3 | 0.0 | -2 | -1 | -4 |
| O=C(NC1CCCC1)C(c1ccccc1)N(C(=O)c1ccno1)c1ccccc1 (configuration not stated) | -0.2 | 2 | -2 | -2 | . | -0.1 | 5 | 0 | -4 |
| CSC1=NCCN1C(=O)c1c(-c2c(F)cccc2Cl)noc1C | 1.0 | 9 | 1 | 0 | 11 | 0.0 | -1 | 2 | 0 |

Additional entries.
SMILES	PP5 primary	procasp3 activ	TPT1 inh	HCV core dimer	GASC-1 inh	Efflux pump inh	CTSL1 counter	PP1 counter	proCasp7 act
Cc1ccc(CNC(=O)C(Cc2ccccc2)NS(=O)(=O)c2ccc3c(c2)CCC(=O)N3)cc1 (configuration not stated)	0.0	1	-2	-2	12	0.0	-36	-5	-5
COc1ccc(NC(=O)CNc2cc(S(=O)(=O)N3CCOCC3)ccc2NCC2CCCO2)cc1 (configuration not stated)	0.0	2	5	1	8	0.0	6	-4	-1
COc1ccccc1C(=O)NCc1ccccc1	2.6	-5	-6	4	-1	0.2	0	-5	1
CCOc1cccc(-c2c(C(=O)N/N=C/c3ccsc3)nnn2-c2nonc2N)c1	3.6	-6	-2	3	-16	0.0	1	3	1
O=C(NCC1CCCO1)c1cc2c([nH]c3ccccc32)c(-c2ccc(F)cc2)n1 (configuration not stated)	4.4	7	1	4	-30	-0.4	3	0	5
CC1=C/C(=C\c2ccc3c(c2)OCO3)C(=O)S1	1.8	-5	0	1	-2	0.0	-2	0	2
O=C(Nc1ccc([N+](=O)[O-])cc1)Nc1ccc2[nH]c(=O)[nH]c2c1	-1.8	4	0	-6	9	-0.1	5	-2	2
Cc1ccc(/C=N/NC(=O)C(C)NC(=O)c2ccccc2)cc1 (configuration not stated)	-1.7	2	-2	-2	2	0.1	2	-3	8
O=C(NCc1ccccc1)c1cc2nc(C3CC3)cc(C(F)(F)F)n2n1	-0.7	6	-3	1	-1	0.0	3	-5	7
COc1ccc(-c2cnc3c(-c4ccc(F)cc4)cnn3c2N)cc1	-0.5	6	-2	-4	-25	-0.1	0	-2	2
CCOc1ncccc1C(=O)OCC(=O)c1ccccc1	0.1	-8	-2	-4	-1	0.1	-1	-1	-3
COc1ccccc1NCCC(=O)OCC(=O)NCc1ccco1	-0.9	-10	1	58*	2	0.0	-24	1	6
COc1ccccc1N=CC1=C(O)CC(c2ccccc2)CC1=O (configuration not stated)	-0.5	-49	0	-4	-7	0.0	5	4	-7
CC(=O)NCCSc1ccc(S(=O)(=O)N2CCCC2)cn1	2.8	-8	.	.	-6	0.2	.	-4	-11
CCCN(CCC)C(=O)Cn1c(=O)n(CCCCCC(=O)Nc2ccccc2)c(=O)c2sccc21	-0.3	17	1	-8	-7	19*	-1	-2	3
CCOC(=O)N1CCN(CC(=O)Nc2nnc(C(F)(F)F)s2)CC1	-1.2	-9	2	-3	-13	-0.3	-1	0	-6
Cc1cc(NC(=O)Cn2ccc([N+](=O)[O-])n2)no1	-1.1	1	2	-3	7	0.1	-1	-5	3
Cc1cccc(NC(=O)CNC(=O)COC(=O)CCS(=O)(=O)c2ccccc2)c1C	-0.2	4	-3	-4	0	-0.1	-52	-2	4
COc1ccccc1C1=Nc2cccc3cccc(c23)N1	0.1	-7	-1	-42	-30	0.0	1	7	-16
CSc1ccccc1NC(=O)C(C)N1C(=O)c2ccccc2S1(=O)=O (configuration not stated)	2.7	1	-1	-2	2	-0.1	2	-1	6
C[C@H](CO)N1C[C@H](C)[C@@H](CN(C)S(=O)(=O)c2ccccc2)Oc2ccc(NC(=O)CCN3CCOCC3)cc2C1=O	.	-1	.	.	-44	-0.4	.	.	-6
O=C1c2ccccc2C(=O)N1CC(O)COc1ccc(Br)cc1 (configuration not stated)	1.1	4	-1	0	12	-0.1	-2	6	9
COc1cc(NC(=S)NCCCN(C)C)c(OC)cc1NC(=O)c1ccco1	0.3	7	-1	-2	-2	0.0	0	0	2
O=C(CNc1cccc(S(=O)(=O)N2CCCC2)c1)Nc1ccc(F)cc1F	-2.9	16	-2	1	-2	0.0	1	-7	2
CCc1nn2c(=O)c(S(=O)(=O)Nc3cccc(F)c3)c(C)nc2s1	-0.9	0	-4	2	-35	-0.2	-1	7	1
CC1CN(S(=O)(=O)c2cccc(C(=O)Nc3ccc(S(=O)(=O)NC4=NCCCCC4)cc3)c2)CC(C)O1 (configuration not stated)	-0.7	-1	-4	-7	-16	-0.1	3	-4	5
CC1CCc2c(sc3nn[nH]c(=O)c23)C1 (configuration not stated)	-1.2	1	-1	-1	3	0.0	-2	-2	0
COc1cccc(NC(=O)CN(c2ccc([N+](=O)[O-])cc2)S(=O)(=O)c2ccccc2)c1	4.5	9	1	3	24	0.3	5	2	-8
CCOc1ccc(NC(=S)N2CCC(NC(=O)c3ccco3)CC2)cc1	0.0	-9	1	4	4	0.1	4	-3	-13
CC(=O)c1c(C)nn(C(C)CC(=O)O)c1C (configuration not stated)	0.2	11	-2	3	0	-0.1	0	-2	-7
COc1ccc(C)cc1N(C(=O)c1snc(C(N)=O)c1N)C(C(=O)NC1CCCC1)c1ccc(F)cc1 (configuration not stated)	3.5	0	5	9	-9	0.2	4	4	1
CC(C)Nc1nc(NC(C)C)nc(N(C)N)n1	0.8	-3	2	3	5	0.0	-4	-1	-8

Bioassay records: PubChem BioAssay, several laboratories
